uPA surface inh: qHTS for Inhibitors of Cell Surface uPA Generation. 330,000 tested, 0.31% active. Potency, µM (series often up to 38.3 µM), for inactives: at the highest dose activity change, negative = inhibition, most hits filed as inhibitors. cell surface uPA generation assay, qHTS; active = well fitted inhibition curve with a large enough effect; inconclusive = small, poorly fitted or top-dose-only effect; inactive = no such curve, though single readings can be large or run the other way; tested in mouse RAW 264.7 cells; also: % is scaled to controls: 0 for no effect and ±100 for the full control effect; nearly all actives have a fitted effect of over 55% in size
MBNL1-CUG inh: qHTS Assay for Inhibitors of MBNL1-poly(CUG) RNA binding | Muscleblind-like protein 1 (Homo sapiens), Q9NR56 | TR-FRET MBNL1-His/biotin-(CUG)12 binding, 665/545 ratio | Potency, µM (titrated, usually from 57.5 µM), for the others: top-dose activity change, negative = inhibition, most hits filed as inhibitors | 280,000 tested, 0.036% active; active = well fitted inhibition curve with a large enough effect in the signal ratio, with a control signal flat, not every such curve was filed as active; inconclusive = small, poorly fitted or top-dose-only effect, or effect the other way, or a change in a side signal; inactive = no such curve, though single readings can be large or run the other way; the % refers to the signal ratio; also: % is scaled to controls: 0 for no effect and ±100 for the full control effect
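TR-FRET readout: Ex 340 nm, 665/545 nm emission ratio, normalized to buffer-only (basal) and MBNL1-(CUG)12 controls. Complex of MBNL1-His with Biotin-(CUG)12, compounds 92 nM–58 uM, incubated 60 min at room temperature.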
ELG1 genotox: qHTS screen for small molecules that induce genotoxicity in human embryonic kidney (HEK293T) cells expressing luciferase-tagged ELG1. Potency, µM (top dose mostly 46 µM), for the others: top-dose activity change, positive = activation, most hits filed as activators. 330,000 tested, 1.3% active. AID 504466, 2011. HEK293T ELG1-luciferase reporter, luminescence, 16 h; also: % of control where 0% means no effect; nearly all actives have a fitted effect of over 60% in size
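DMSO vehicle served as control against compound-treated ELG1-luciferase HEK293T cells; exposure lasted 16 hr at 37 °C and 5% CO2, followed by ONE-Glo luminescence detection after 30 min.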
Rab9 promoter act: qHTS Assay for Rab9 Promoter Activators | Huh7 Rab9 promoter-luciferase reporter, luminescence, 24 h | 320,000 tested, 2.8% active | Potency, µM (highest dose often 9.22 µM), for the others: at the highest dose activation, negative = inhibition, usual class: activators | AID 485297, 2010; also: % of control where 0% means no effect; nearly all actives have a fitted effect of over 60% in size
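Luminescence read-out: Huh7 cells stably expressing Rab9-luciferase, treated 24 h with compound at 37 °C, then lysed with luciferase reagent for 10 min at ambient before reading.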
FLuc counter: qHTS profiling assay for firefly luciferase inhibitor/activator using purifed enzyme and Km concentrations of substrates (counterscreen for miR-21 project); AID 588342, 2011; purified FLuc, Km substrates, luminescence inhibition; Potency, µM (titrated, usually from 57.5 µM), for the others: at the highest dose activity change, negative = inhibition, usual class: inhibitors; 360,000 tested, 6.9% active;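 also: plate controls were vehicle for no effect and reference inhibitor for full effect; nearly all actives have a fitted effect of over 55% in size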
Target sequence (P08659 whole entry, looked up): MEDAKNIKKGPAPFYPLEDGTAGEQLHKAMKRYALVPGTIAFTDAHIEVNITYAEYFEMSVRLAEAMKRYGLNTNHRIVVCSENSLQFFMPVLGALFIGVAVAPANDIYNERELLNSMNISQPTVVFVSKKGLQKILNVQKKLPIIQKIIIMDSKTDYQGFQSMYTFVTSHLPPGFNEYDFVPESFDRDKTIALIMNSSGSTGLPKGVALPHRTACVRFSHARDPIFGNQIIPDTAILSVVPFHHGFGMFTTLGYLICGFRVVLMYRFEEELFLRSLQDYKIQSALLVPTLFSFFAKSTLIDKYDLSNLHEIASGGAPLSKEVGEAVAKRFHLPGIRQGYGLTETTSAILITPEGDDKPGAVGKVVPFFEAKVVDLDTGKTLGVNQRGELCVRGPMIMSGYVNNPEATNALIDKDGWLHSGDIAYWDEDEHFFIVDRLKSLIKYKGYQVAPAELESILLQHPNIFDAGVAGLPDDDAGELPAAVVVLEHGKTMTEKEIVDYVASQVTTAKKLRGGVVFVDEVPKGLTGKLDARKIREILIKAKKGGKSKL
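Purified P. pyralis luciferase (10nM final) with 10uM D-luciferin and 10uM ATP (Km levels) in 50mM Tris acetate pH 7.5, 10mM Mg acetate, 0.01% Tween-20, 0.05% BSA; qHTS 6-point titration, ~60 µM downward; luminescence read.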
NPC1 promoter act: qHTS Assay for NPC1 Promoter Activators. Huh7 NPC1 promoter luciferase reporter, 24 h. Potency, µM (series often up to 9.22 µM), without a hit: at the highest dose activation, hits mostly activators. 320,000 tested, 2.4% active. AID 485313, 2010;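 also: % of control where 0% means no effect; nearly all actives have a fitted effect of over 60% in size; reporter is driven by a mutant NPC1 promoter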
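Compounds in DMSO were transferred onto Huh7 NPC1-luciferase reporter cells pre-incubated 2 h; after 24 h at 37 °C, Amplite reagent was dispensed and luminescence recorded 10 min later.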
RORgamma inh: qHTS for inhibitors of ROR gamma transcriptional activity; Nuclear receptor ROR-gamma (Mus musculus), P51450; Drosophila S2 Gal4-RORgamma UAS-luciferase reporter, 20 h; Potency, µM (doses to about 53.6 µM), for the others: top-dose activity change, negative = inhibition, most hits filed as inhibitors; 310,000 tested, 5.4% active; also: % is scaled to controls: 0 for no effect and ±100 for the full control effect; nearly all actives have a fitted effect of over 60% in size
Target sequence (P51450 whole entry, looked up, the tested form may be a part): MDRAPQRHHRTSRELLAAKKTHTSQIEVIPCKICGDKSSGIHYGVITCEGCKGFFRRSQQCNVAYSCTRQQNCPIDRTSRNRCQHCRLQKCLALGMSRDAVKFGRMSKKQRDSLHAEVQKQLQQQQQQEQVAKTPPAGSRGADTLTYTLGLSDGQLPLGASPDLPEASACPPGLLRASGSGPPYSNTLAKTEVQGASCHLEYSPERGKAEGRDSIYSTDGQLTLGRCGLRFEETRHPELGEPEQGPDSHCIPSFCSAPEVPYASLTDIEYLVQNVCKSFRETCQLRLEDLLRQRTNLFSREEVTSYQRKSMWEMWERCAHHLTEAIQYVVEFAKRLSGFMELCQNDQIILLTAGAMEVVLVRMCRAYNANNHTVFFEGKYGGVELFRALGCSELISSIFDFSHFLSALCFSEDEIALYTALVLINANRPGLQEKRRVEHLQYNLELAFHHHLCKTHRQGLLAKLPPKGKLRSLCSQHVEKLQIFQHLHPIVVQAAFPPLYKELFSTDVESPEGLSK
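Drosophila S2 cells stably expressing Gal4-DBD/mouse RORγ fusion under metallothionein promoter plus UAS-luciferase; compound 1 h, then 700 uM CuSO4 induction for 20 h at ambient temperature; inhibition read as reduced luminescence.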
VP16 counter: VP16 counterscreen qHTS for inhibitors of ROR gamma transcriptional activity; Potency, µM (top dose mostly 53.6 µM), for inactives: at the highest dose activity, negative = inhibition, usual class: inhibitors; AID 2546, 2010; Drosophila S2 Gal4-VP16 UAS-luciferase, luminescence, 20 h; 310,000 tested, 3.5% active;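 also: Gal4-VP16 expression switched on by copper sulfate through the metallothionein promoter; % is scaled to controls: 0 for no effect and ±100 for the full control effect; nearly all actives have a fitted effect of over 50% in size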
p53 reactivation: qHTS assay for re-activators of p53 using a Luc reporter. H1299 p53-A138V BP100-luciferase reporter, luminescence, 24 h. 320,000 tested, 0.063% active. Potency, µM (series often up to 92.2 µM), inactives show at the highest dose activity change, positive = activation, usual class: activators; also: % of control where 0% means no effect; nearly all actives have a fitted effect of over 45% in size
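p53-null H1299 cells stably carrying temperature-sensitive p53-A138V and a BP100-luciferase reporter were pinned with compounds (4-point, 1:5 series) and held 24 hrs at 37 deg C. Luminescence was read 10 min after detection reagent.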
BRCA1 expr up: qHTS Assay to Identify Small Molecule Activators of BRCA1 Expression; MCF7-BRCA1-FFLuc reporter, luminescence, 48 h; response scale: scaled: vehicle 0%, 10 µM genistein 100%; Potency, µM (series often up to 46.1 µM), without a hit: top-dose activation, hits mostly activators; 380,000 tested, 1.1% active; also: nearly all actives have a fitted effect of over 80% in size; some results filed as inactive show a strong effect at the top dose
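48 h compound treatment of MCF7-BRCA1-FFLuc cells (phenol-red free MEM, 37 °C), then 15 min with luciferase substrate and luminescence imaging.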
Numbers without * were called inactive; ? = inconclusive; / = no result given; [ ] = another dose, or the depositor's remark. Unless noted, calls follow the shape of the dose curve; as a rule, active = well fitted curve in the direction sought with a large enough effect; inconclusive = small, poorly fitted or top-dose-only effect, or another doubt; inactive = no such curve, though single readings can be large; an effect the other way counts as inactive or inconclusive. Potency is read from the fitted curve at half-maximal effect. Outcome played no part in choosing rows; about 13% have a hit in one of these screens.

SMILES	uPA surface inh	MBNL1-CUG inh	ELG1 genotox	Rab9 promoter act	FLuc counter	NPC1 promoter act	RORgamma inh	VP16 counter	p53 reactivation	BRCA1 expr up
COc1ccc(-n2nc(C)c3onc(C)c3c2=O)cc1	-1%	/	2%	-2%	0%	1%	16%	-17%	-3%	-12%
CCN(CC)c1ccc(/C=N/NC(=O)Cc2ccc(OC)c(OC)c2)cc1	-9%	?	1%	-13%	?	0%	17%	11%	-6%	-22%
CCc1cccc(NC(=O)C2CCCN(c3cnccn3)C2)c1 (stereo not drawn)	8%	-3%	-7%	-1%	1%	1%	2%	-2%	-1%	-10%
Cc1c(CN(C)C)c2c(n1C)C(=O)c1ccc(Br)cc1-2	-20%	?	1%	-1%	2%	?	-30%	-4%	?	-53%
O=C(N/N=C/c1ccccc1O)c1cc(=O)[nH]c2ccccc12	/	/	?	-17%	?	-4%	7.9µM*	?	23%	/
O=C(c1ccc(=O)[nH]c1)N1CCN(S(=O)(=O)c2cc(C(F)(F)F)ccc2Cl)CC1	/	-7%	0%	3%	2%	-4%	-9%	6%	-5%	-10%
COc1ccccc1-n1c(SCC(=O)O)nc2sc3c(c2c1=O)CCC3	1%	/	0%	0%	-1%	1%	16%	5%	1%	1%
CC(C)[C@H](NC(=O)c1ccccc1)C(=O)OCC(=O)Nc1ccc(Cl)cc1C(F)(F)F	2%	-11%	1%	-3%	7%	-1%	16%	-18%	-2%	-7%
COc1cccc(OC)c1OCCN1CCCC1	-2%	-3%	-1%	-6%	0%	-2%	-23%	-6%	6%	6%
CCS(=O)(=O)N1CCC(C(=O)NCCCN2CCCCCC2)CC1	7%	-7%	0%	3%	0%	-8%	2%	-4%	-2%	17%
CN1CCN(C(=O)c2cc3cc(F)ccc3[nH]2)CC1	-18%	-6%	0%	3%	-14%	2%	1%	6%	7%	-24%
Cc1ccccc1NC(=O)N(C(C)C)C(C)C	0%	-9%	-4%	2%	11%	-2%	-1%	2%	0%	0%
COc1ccc(OCC(=O)Nc2c(Cl)ccc3nsnc23)cc1	-18%	?	-9%	-8%	0%	-3%	-2%	-3%	-7%	-18%
CCN1C(=O)OC2(CCCCC2)C1(C)O (stereo not drawn)	/	6%	-10%	-3%	-6%	0%	?	/	17%	/
CCC(=O)Nc1ccc(S(=O)(=O)N2CCOCC2)cc1	15%	-3%	-1%	-1%	0%	1%	13%	-8%	-1%	-9%
COc1ccccc1C(=O)c1nc2ccccc2n1C	-15%	-10%	0%	1%	1%	29%	-22%	16%	1%	-21%
O=C(COc1ccccc1)NCc1n[nH]c(=S)n1-c1ccccc1	3%	4%	0%	-6%	6%	-2%	-28%	10%	0%	-2%
COc1cc2c3c(c1OC)C1(C=CC(=O)C=C1)CC3N(C(C)=O)CC2 (stereo not drawn)	-5%	/	4%	0%	3%	-2%	12%	-3%	-3%	-3%
CCc1ccc(OCCCC(=O)O)c(Br)c1	-13%	-13%	2%	3%	3%[2.3 µM]	-1%	?	-18%	15%	-4%
Cc1[nH]n2c(=O)c(C#N)c(-c3ccccc3)nc2c1-c1ccccc1	1%	5%	-1%	0%	?	1%	23%	-17%	?	1%
CC(C)(C)OC(=O)NCCCCCNC(=O)c1[nH]cnc1C(=O)Nc1ccc(Cl)cc1	6.3µM*	/	-10%	3%	-4%	-6%	/	/	-15%	-82%
COc1nc(NCc2ccco2)nc(N2CCC(C)CC2)n1	1%	13%	-1%	0%	-11%	-1%	0%	2%	2%	-12%
O=C(O)/C=C/C(=O)NC1CCS(=O)(=O)C1 (stereo not drawn)	4%	/	-2%	7%	-4%	4%	-7%	7%	-17%	-7%
O=C(Nc1ccc(F)c(Cl)c1)Nc1ccc(Cl)cn1	6%	-6%	15%	1%	?	-2%	18%	4%	-2%	-9%
COc1cc(/C=C/C(=O)OCC(=O)NC2CC2)cc(S(=O)(=O)N2CCc3ccccc32)c1OC	-6%	?	0%	1%	0%	-4%	-23%	3%	-9%	0%
CN(CC1CCN(CCc2cccc(C(F)(F)F)c2)CC1)C(=O)c1ccc(F)cc1F	-10%	-5%	-3%	-7%	1%	-2%	-2%	11%	/	0%
COc1cc(/C=N/c2oc(C)c(C)c2C#N)cc(Br)c1O	-6%	?	0%	-3%	15µM*	-1%	8%	-7%	4%	-13%
O=C(CSc1nc2ccc(Cl)cc2o1)NCc1ccc2c(c1)OCO2	5%	0%	-1%	1%	2%	14%	-3%	-8%	5%	-25%
CCCCCOC(=O)C1C2C=CC3(CN(c4ccccc4C)C(=O)C13)O2 (stereo not drawn)	1%	-3%	0%	-7%	6%	-1%	-16%	-6%	-1%	-2%
Cc1nnnn1-c1ccc(CC(=O)O)cc1	1%	-10%	0%	-2%	-8%	-8%	-16%	0%	-1%	-1%
Cc1cc(C)c(C(=O)COC(=O)c2cccnc2Cl)c(C)c1	3%	-2%	-1%	0%	17µM*	-2%	22%	6%	0%	2%
Cc1ccc2c(c1)-c1c(cnn1CC(=O)N(Cc1ccco1)C1CCCCC1)CO2	-25%	?	-21%	-2%	2%	-1%	23%	-7%	-4%	0%
CC(C(=O)N1CCN=C1c1ccccc1)N1C(=O)c2ccccc2C1=O (stereo not drawn)	3%	-7%	-1%	-3%	1%	-3%	17%	-2%	6%	14%
Cc1ccccc1C(=O)N1CC(=O)Nc2ccc(F)cc2C1c1ccccc1 (stereo not drawn)	-6%	-5%	0%	-4%	0%	-5%	16%	-2%	1%	-11%
CCCCn1c(-c2cccs2)nc2nc3ccccc3nc21	1%	?	-3%	/	?	1%	20%	-10%	2%	-48%
CCC/C=N/NC(=O)c1cc(-c2ccccc2)nc2ccccc12	7%	28%	1%	2%	?	-1%	?	?	-9%	-30%

Among those listed so far, these contain a COOH group.
SMILES	uPA surface inh	MBNL1-CUG inh	ELG1 genotox	Rab9 promoter act	FLuc counter	NPC1 promoter act	RORgamma inh	VP16 counter	p53 reactivation	BRCA1 expr up
COc1ccccc1-n1c(SCC(=O)O)nc2sc3c(c2c1=O)CCC3	1%	/	0%	0%	-1%	1%	16%	5%	1%	1%
CCc1ccc(OCCCC(=O)O)c(Br)c1	-13%	-13%	2%	3%	3%[2.3 µM]	-1%	?	-18%	15%	-4%
O=C(O)/C=C/C(=O)NC1CCS(=O)(=O)C1 (stereo not drawn)	4%	/	-2%	7%	-4%	4%	-7%	7%	-17%	-7%
Cc1nnnn1-c1ccc(CC(=O)O)cc1	1%	-10%	0%	-2%	-8%	-8%	-16%	0%	-1%	-1%

Next part:
SMILES	uPA surface inh	MBNL1-CUG inh	ELG1 genotox	Rab9 promoter act	FLuc counter	NPC1 promoter act	RORgamma inh	VP16 counter	p53 reactivation	BRCA1 expr up
Cc1cccc(C)c1NC(=O)c1cccc(COc2cc(Cl)ccc2Cl)c1	4%	-15%	16%	16%	-6%	15%	15%	-9%	?	?
Cc1ccc(S(=O)(=O)NC2CCCCCC2)cc1C(N)=O	1%	-12%	-7%	-5%	4%	0%	?	-7%	-14%	1%
Cc1sc2nc(SCC(=O)C(C)(C)C)n(Cc3ccco3)c(=O)c2c1C	/	-2%	-4%	-15%	-1%	-26%	32%	-13%	7%	-77%
Cc1ccc2nc(NC(=O)C3CCCN(S(=O)(=O)c4cccc5nsnc45)C3)sc2c1 (stereo not drawn)	-7%	?	-8%	7%	?	2%	?	4%	14%	-2%
CCC1CCC2(CC1)NC(=O)N(CC(=O)c1c(C)[nH]c3ccccc13)C2=O (stereo not drawn)	1%	-11%	-2%	10%	0%	5%	39%	-8%	-24%	-51%
COc1ccc(S(=O)(=O)N2CCCCC2)cc1NC(=O)c1ccc(=O)[nH]c1	5%	-3%	10%	0%	0%	-2%	1%	-16%	-3%	-21%
CC1CN(CCCCSc2ccccc2)CC(C)O1 (stereo not drawn)	12%	2%	-2%	-1%	0%	-3%	2%	-7%	/	2%
O=C(COc1ccccc1)NC1CCCN(Cc2ccccc2F)C1 (stereo not drawn)	4%	4%	3%	-12%	-2%	-4%	6%	0%	4%	10%
COc1ccc(CNC(=O)C(c2ccco2)N(Cc2cccs2)C(=O)Cc2cccs2)cc1 (stereo not drawn)	4%	0%	-20%	-11%	4%	2%	21%	-8%	-21%	-48%
O=C(CSc1nc(-c2ccccc2)c(-c2ccccc2)[nH]1)NCc1ccco1	/	17%	0%	-1%	-2%	-3%	10µM*	?	1%	-89%
O=C(CN1CCN(S(=O)(=O)N2CCCCC2)CC1)Nc1cc(Cl)cc(Cl)c1	-2%	-1%	-8%	0%	1%	1%	8%	-2%	-4%	-29%
CCOC(=O)c1sc(=NC(=O)/C=C/c2ccccc2)n(C)c1C	-5%	0%	15%	1.6µM*	-7%	?	15%	-12%	5%	0%
COC(=O)c1c(NC(C)=O)sc(C(=O)Nc2ccccc2C)c1C	11%	-3%	6%	15%	0%	5%	11%	-17%	1%	19%
Cc1nn(-c2ccccc2)c(Cl)c1C(=O)Nc1nnc(C2CCCCC2)s1	-1%	-3%	-5%	1%	-7%	3%	13µM*	?	-3%	-16%
